# mouse EphA4 binding = EphA4 ligand-binding antagonists – biochemical, colorimetric, mouse EphA4, primary screen (AID 689); inhibition, % at 10 µM, or IC50 in µM where a hit was titrated; EphA4-AP binding to KYL peptide, pNPP A405; higher % means a stronger effect; 62,000 tested, 0.1% active; in the data active = a potency from the dose series; inactive = the rest, 99 in 100 with inhibition below about 22%
# Starred values were filed as active, the others as inactive; & = joins results of further samples. Only part of the results is shown, so the mix of outcomes need not match the whole.
SMILES,mouse EphA4 binding
O=C(Nc1ccn(Cc2c(F)c(F)cc(F)c2F)n1)c1ccc(COc2ccccc2Cl)cc1,1.4%
O=C(Nc1cccc2c(NC(=O)c3ccco3)cccc12)c1ccco1,1.8%
O=C(N/N=C/c1ccc(O)cc1)c1ccc(COc2cc(Cl)ccc2Cl)o1,0.0%
CCOC(=O)c1c(CN2CCOCC2)n(-c2ccccc2)c2cc(Br)c(O)c(CN(C)C)c12,-1.9%
CC(C)NC1=C(Cl)C(=O)c2ccccc2C1=O,1.0%
Cc1[nH]nc2nc3c(c(OC(=O)c4ccccc4)c12)c(=O)n(C)c(=O)n3C,-13.5%
CCCC(CCC)C(=O)Nc1c[nH]c(=O)[nH]c1=O,1.6%
COc1ccc(Cc2nnc(SCC(=O)N3CCc4ccccc4C3)o2)cc1,4.6%
O=C(COc1ccc(F)c(Cl)c1)c1ccc[nH]1,4.8%
O=C(Nc1ccc(F)cc1)c1cccc(NC(=O)C2C3CC4OC(=O)C2C4C3)c1 (configuration not stated),4.6%
O=C1/C(=C/Nc2ccccc2NS(=O)(=O)c2ccccc2)CCc2ccccc21,6.6%
O=C(CSc1nnc(-c2ccco2)o1)c1ccc(F)c(F)c1,4.3%
CC(/C=N/Nc1nnc(C)c(=O)[nH]1)=C\c1ccccc1,3.4%
COc1ccc(CCN=C2SCC(=O)N2C)cc1OC,-12.7%
CCOc1ccc(C2=Nn3c(nnc3-c3ccc(OC)cc3)SC2)cc1,-7.3%
Cc1cc(C)n(C(=O)C(C)N2C(=O)c3ccccc3C2=O)n1 (configuration not stated),-11.7%
CCC(Sc1nnc(-c2ccc(C)c(Cl)c2)n1CC)C(=O)Nc1nccs1 (configuration not stated),1.3%
O=S(=O)(Nc1ccc(O)c2ccccc12)c1ccc(F)cc1,24.3%
CCOC(=O)NC(CC(=O)O)c1ccc(OCC)cc1 (configuration not stated),-7.9%
O=C1c2ccccc2NC(c2cccc(O)c2)N1c1ccc(Cl)cc1 (configuration not stated),4.1%
O=C(O)c1nn(-c2ccccc2)nc1-c1nn(-c2ccccc2)nc1C(=O)O,-4.3%
COC(=O)c1ccc(/C=C2\C(=O)NC(=O)N(c3ccc(Cl)cc3)C2=O)cc1,-9.3%
COc1ccc2[nH]c(=O)c(CN(C(C)=O)C3CCCCC3)cc2c1,-7.0%
COCCCNc1oc(-c2ccccc2F)nc1C#N,-0.4%

# As entered above.
# CCC(Sc1nnc(-c2ccc(C)c(Cl)c2)n1CC)C(=O)Nc1nccs1 (configuration not stated) in mouse EphA4 binding is entered as 1.3%
# COc1ccc2[nH]c(=O)c(CN(C(C)=O)C3CCCCC3)cc2c1 in mouse EphA4 binding is entered as -7.0%

# (continued)
SMILES,mouse EphA4 binding
CC(=O)N1CCc2cc(C(=O)CN3CCN(C(=O)c4ccco4)CC3)ccc21,-16.9%
O=C(NCc1ccco1)C1CCC(CNS(=O)(=O)c2cccc3cccnc23)CC1 (configuration not stated),-10.9%
COC(=O)CCC(=O)Nc1ccc(NC(C)=O)cc1,-9.7%
O=C(/C=C/c1cccc([N+](=O)[O-])c1)NCc1cccnc1,-8.2%
O=C(NCC(=O)N(c1cccnc1)C(C(=O)NC1CCCC1)c1ccco1)c1cccs1 (configuration not stated),3.8%
O=[N+]([O-])c1ccc(N2CCN(S(=O)(=O)c3ccc(Cl)cc3)CC2)cc1NCC1CCCO1 (configuration not stated),3.9%
COc1ccc(CN2CCN(C(=O)CC(C)C)CC2)cc1OCc1ccccc1,3.1%
O=C(NC(=S)N1CCCc2ccccc21)c1ccccc1,-10.5%
O=C(c1cc(I)ccc1Cl)N1CCN(c2ccc([N+](=O)[O-])cc2)CC1,-10.9%
Cc1ccc(S(=O)(=O)N2CCN(Cc3nc4ccccc4n3C)CC2)cc1,-2.9%
COc1ccc(NC(=O)c2cccc(Oc3ccccc3)c2)cc1OC,-0.6%
Cc1nc(NS(=O)(=O)c2ccc(Br)cc2)c2c3c(sc2n1)CCC3,10.0%

# In a second layout: results already given
mouse EphA4 binding | Compound
-16.9% | CC(=O)N1CCc2cc(C(=O)CN3CCN(C(=O)c4ccco4)CC3)ccc21
-10.9% | O=C(NCc1ccco1)C1CCC(CNS(=O)(=O)c2cccc3cccnc23)CC1 (configuration not stated)

# (next part)
SMILES,mouse EphA4 binding
O=C(N/N=C/c1ccncc1)c1cc2c(ccc3ccccc32)o1,-4.5%
CCn1nc(C)c(/C=C2\CCCC3=C2OC(N)=C(C#N)C3c2c(C)nn(CC)c2C)c1C (configuration not stated),2.8%
O=C(CCS(=O)(=O)Cc1ccc(Cl)cc1)NCCCN1CCN(c2ccccc2F)CC1,-18.4%
O=C(NCc1ccccc1)c1cc(-c2cccs2)on1,-9.6%
COc1cc(C2C(C(=O)OCCC#N)=C(C)NC3=C2S(=O)(=O)c2ccccc23)cc(OC)c1OC (configuration not stated),-0.2%
COC(=O)C1=C(C)NC(C)=C(C(=O)OC)C1c1cn(-c2ccccc2)nc1-c1ccco1,-0.9%&5.2%
O=C(NCc1ccc2c(c1)OCO2)C1CCN(c2ncccn2)CC1,-32.5%
COC(=O)c1scc(C)c1N/N=C(\C)c1cc(F)c(Cl)cc1F,6.8%
COc1ccc(C(=O)N2CCN(c3ccc([N+](=O)[O-])cc3)CC2)cc1Br,2.4%
Cc1cccc2cc(COC(=O)c3ccccc3)c(=O)[nH]c12,-12.6%
CC(Sc1nc2ccccc2c(=O)n1Cc1ccco1)C(=O)c1ccccc1 (configuration not stated),0.1%
CCCc1[nH]nc2c1C1(CCN(C(=O)OCc3ccccc3)CC1)C(C#N)=C(N)O2,31.2%
Cc1ccn(S(=O)(=O)c2ccc(N3CCCC3=O)cc2)n1,0.2%
COc1ccc(-c2nc3ccccc3n2CCC(C)C)cc1OC,0.1%
Cc1cc(C)n(-c2nc3ccccc3c(=O)n2OCC(N)=O)n1,-9.9%
Cc1ccc(C(=O)Nc2ccccc2Oc2ccccc2)o1,-3.3%
COc1ccc(Cc2nnc(NC(=O)c3ccco3)s2)cc1OC,-11.8%
CC(=O)CC1(O)C(=O)N(CN2CCN(c3ccccc3)CC2)c2ccccc21 (configuration not stated),-1.4%
Cc1ccc2[nH]c(=O)c(COC(=O)C3CCCO3)cc2c1 (configuration not stated),-2.5%
COc1cc(C)nc(Oc2ccc(OCc3ccccc3)nn2)n1,-9.1%
CCCCN(C)CCCNC(=O)c1ccc(N2CCCC2=O)cc1,-9.0%
O=C(/C=C/c1ccccc1)NC(NC(=S)Nc1cc(Cl)ccc1Cl)C(Cl)(Cl)Cl (configuration not stated),-1.4%
CCOC(=O)c1c(CN2CCOCC2)n(-c2ccccc2)c2cc(Br)c(O)cc12,1.3%
Cc1cc(C)c2sc(NC(=O)c3cccc(Cl)c3)nc2c1,2.5%
COCCNC(=O)C1CC(=O)N(C2CCCC2)C1 (configuration not stated),-26.3%
COC(=O)c1ccccc1NC(=O)CN1C(=O)CSC1=O,-4.6%
Cc1nnc(Nc2ccc3c(c2)OCO3)c2ccccc12,-12.8%
Cc1cc(=O)[nH]c(COc2ccccc2)n1,-3.5%
CCOC(=O)c1c(C)c(C(=O)NCc2ccccn2)c(C)n1C,4.7%
Cc1cc(=O)c2cc(Cl)ccc2[nH]1,-7.9%
O=C(CSCc1cnn(-c2ccccc2)c1-n1cccc1)NCCN1CCOCC1,4.0%
O=C(O)CC(NCc1ccco1)C(=O)OCCc1ccccc1 (configuration not stated),-18.7%
CC(=O)OC(/C(O)=C(\C#N)c1nc2ccccc2[nH]1)c1ccccc1 (configuration not stated),-3.7%
O=C(CSc1n[nH]c(-c2ccccc2)n1)c1ccc(Cl)cc1,-9.7%
Cc1onc(-c2ccccc2)c1C(=O)Nc1nc(-c2cc(F)ccc2F)cs1,-4.6%
CC1=NC(C)(C)Cc2ccccc21,-3.3%
CC1CCCN(c2nc3ccccc3nc2C(C#N)S(=O)(=O)c2ccccc2)C1 (configuration not stated),0.2%
COC(=O)CCC(=O)NC(=S)Nc1cc(Cl)ccc1Cl,-16.0%
CC(C)CN(CC(C)C)S(=O)(=O)N1CCC(C(=O)NCc2cccs2)CC1,5.5%
COc1cc(C(c2c(C)[nH][nH]c2=O)c2c(C)[nH][nH]c2=O)ccc1OC(=O)c1cccc([N+](=O)[O-])c1,-6.8%
Cn1c(=O)[nH]c(=O)c2c1nc(Br)n2CCC(=O)c1ccccc1,-7.3%
O=C(CSc1ncnc2c1oc1ccccc12)Nc1cccc(C(F)(F)F)c1,-13.3%
CC(C)c1ccc(/C=N/NC(=O)CN(c2cccc(Cl)c2Cl)S(C)(=O)=O)cc1,-7.9%
CCOn1c(SCC)nc2ccccc2c1=O,0.4%
COc1ccc(C)cc1NC(=O)CSc1nnc(-c2ccco2)n1N,-14.7%
C#CCOC(=O)c1ccccc1C(=O)OCC#C,-30.9%
COc1cc(C2c3c(-c4cc(Cl)c(C)cc4O)n[nH]c3C(=O)N2Cc2cccnc2)ccc1O (configuration not stated),-13.1%
NC(=O)CCc1c[nH]c2ccccc12,-13.1%
Nc1[nH]ncc1N=Nc1ccc(Cl)cc1,-17.7%
COc1ccc(NC(=O)CSc2nc3ccccc3c(=O)n2CCNC(C)=O)cc1,-6.6%
CCOc1ccc(C(=O)Nc2ccc3oc(-c4cccc(C)c4)nc3c2)cc1,4.0%
CC(C)Cn1c(-c2ccco2)n[nH]c1=S,-15.9%
CN(C)c1nc(SCc2ccccc2)nc(N2CCOCC2)n1,-4.7%
COc1ccc(/C=N/N=C(\N)c2nonc2N)c(OC)c1,8.2%
O=S1(=O)CCN2C=C(Br)C=C(Br)C2=N1,-2.9%
O=S(=O)(/C=C/c1ccccc1)N1CCN(c2ccc(F)cc2)CC1,-3.7%
CCn1c(CC(=O)Nc2cccc(Cl)c2Cl)nnc1SCCOc1ccc(OC)cc1,1.9%
COC(=O)c1cc(C#N)c(Oc2ccc(OC)cc2)nc1C,-12.3%
C=CCNC1=C(Cl)C(=O)N(c2cccc(Cl)c2Cl)C1=O,14.3%&-6.1%
O=C1C(C=NCc2ccco2)=C(O)c2ccccc21,-6.9%

# (continued)
SMILES,mouse EphA4 binding
Cc1ccc(N2CC(C(=O)Nc3c(C)cc(C)cc3C)CC2=O)cc1 (configuration not stated),-6.6%
CCCc1cc(=O)[nH]c(SCC(=O)c2cc(C)n(CCC)c2C)n1,0.1%
Clc1ccsc1-c1csc(-c2cccnc2)n1,-7.6%
COc1ccc(O)c(CN2CCN(C/C=C/c3ccccc3)CC2)c1,7.0%
N#CC(C(=O)NCCc1ccccc1)c1nc2ccccc2nc1N1CCCCC1 (configuration not stated),19.4%
O=C(Nc1nnc(-c2ccco2)s1)C1CCN(S(=O)(=O)c2ccc(Cl)cc2)CC1,-24.9%
Cc1cc2nc(C3CCCN(C(=S)Nc4ccccc4)C3)[nH]c2cc1C (configuration not stated),-1.3%
CCOC(=O)c1ccc(NC(=O)CSc2nnc(COc3ccccc3OC)n2CC)cc1,3.9%
COc1ccc2c(c1OC)C(=O)N(c1cccc(C)c1)C2=O,1.4%
CC(=O)Oc1cccc(N2C(=O)C3C(C2=O)C2C=CC3C23CC3)c1 (configuration not stated),-13.5%
Oc1c(C(Nc2nc3ccccc3s2)c2ccco2)ccc2cccnc12 (configuration not stated),9.1%
O=C(CN1C(=O)CSC1=O)Nc1ccc(F)c(F)c1F,-14.0%
CCOc1ccc(N2C(=O)c3cccnc3C2Nc2ccc(Cl)cc2)cc1 (configuration not stated),-4.3%
CCOc1ccc2nc(N3CCCC(C(=O)N4CCN(CC)CC4)C3)sc2c1 (configuration not stated),7.7%
CCS(=O)(=O)Nc1cccc(C(=O)CC2(O)C(=O)Nc3ccccc32)c1 (configuration not stated),-27.9%
O=c1[nH]c(Nc2nc3ccccc3o2)nc2c1CCCC2,-7.2%
O=C1CC(c2cccs2)c2cc3c(cc2N1)OCO3 (configuration not stated),-3.5%
O=C(Nc1cc2ccccc2oc1=O)C1CCCCC1,-22.6%
NS(=O)(=O)c1ccc(CNS(=O)(=O)c2ccc(Br)cc2)cc1,-0.2%
Cc1ccc(NC(=O)CSc2nnc(-c3ccc(S(=O)(=O)N4CCCC4)cc3)o2)cc1C,-4.0%
O=S(=O)(c1ccc2c(c1)N(Cc1ccc(Cl)cc1)C1CCCN21)N1CCOCC1 (configuration not stated),-11.8%
CCCN1C(=O)C2C(C(=O)Nc3cccc(OC)c3)C3C=CC2(O3)C1C(=O)NC1CCCCC1 (configuration not stated),-2.7%
CCCS(=O)(=O)c1c(S(=O)(=O)CCC)c2cnccn2c1C(=O)c1ccc(Cl)cc1,3.4%
CCSc1nc2cc(OC)c(OC)cc2c(=O)n1CCc1ccccc1,-5.2%

# Among those listed so far, 7 have a thiophene ring, fused or not.
SMILES,mouse EphA4 binding
O=C(NCC(=O)N(c1cccnc1)C(C(=O)NC1CCCC1)c1ccco1)c1cccs1 (configuration not stated),3.8%
Cc1nc(NS(=O)(=O)c2ccc(Br)cc2)c2c3c(sc2n1)CCC3,10.0%
O=C(NCc1ccccc1)c1cc(-c2cccs2)on1,-9.6%
COC(=O)c1scc(C)c1N/N=C(\C)c1cc(F)c(Cl)cc1F,6.8%
CC(C)CN(CC(C)C)S(=O)(=O)N1CCC(C(=O)NCc2cccs2)CC1,5.5%
Clc1ccsc1-c1csc(-c2cccnc2)n1,-7.6%
O=C1CC(c2cccs2)c2cc3c(cc2N1)OCO3 (configuration not stated),-3.5%

# (further entries)
SMILES,mouse EphA4 binding
COc1ccccc1N1CCN(Cc2nc3ccccc3c(=O)n2CC(C)=O)CC1,4.4%
O=C(NCc1ccccc1Cl)C1CCN(S(=O)(=O)N2CCCCC2)CC1,-17.1%
COc1ccc(-n2cnnc2SCC(=O)c2ccc(S(=O)(=O)N3CCOCC3)cc2)cc1,11.1%
O=C(O)Cc1sc(-c2ccccc2)nc1-c1ccccc1,-29.2%
O=C(NC(=S)Nc1cc(C(F)(F)F)ccc1Cl)c1ccccc1,-7.5%
COc1ccccc1OC1=NS(=O)(=O)c2ccccc21,-7.4%
COc1cccc(NC(=S)N(CCc2nc3cc(C)c(C)cc3[nH]2)Cc2cccnc2)c1,3.1%
O=C(OCc1cnc(Cl)s1)c1cccc(Cl)c1,-9.8%
COc1cccc(C(=O)O/N=C(\N)c2ccc([N+](=O)[O-])cc2)c1,2.7%
COc1cc(NC(=O)c2cc3nc(-c4ccccc4)cc(-c4ccccc4)n3n2)cc(OC)c1OC,-13.8%
